# Assay outcomes as filed in PubChem.
# Dyrk1A ADPGlo = rat Dyrk1A kinase inhibitors, primary screen, biochemical, single point, plate reader | inhibition, % at 12.5 µM | hit rate 0.43% among 310,000 | Dual specificity tyrosine-phosphorylation-regulated kinase 1A (Rattus norvegicus), Q63470 | ADP-Glo luminescence, NFATc1 peptide; in the data active = inhibition above about 50%;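 also: plate controls were vehicle with enzyme for no effect and no enzyme for full effect; many of its hits are not listed in these tables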
# RGS4 inh = RGS4 inhibitors, primary screen, cell-based, HEK293 M3R inducible RGS4, calcium flux. Fluo-4 calcium flux; stronger effect = higher value; triggered by carbachol at its EC20. B-score at 10 µM. hit rate 0.45% among 310,000. AID 463165, 2010;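 active = B-score, a plate-corrected calcium signal, over three deviations above library mean, with baseline fluorescence within five deviations of library mean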;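 also: RGS4 expression induced by doxycycline in cells with stable M3 receptor; B-score is computed from the integrated fluorescence ratio over baseline after carbachol; higher B-score means a larger calcium signal and so more RGS4 inhibition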
# RGS4 act = RGS4 potentiators or activators, primary screen, cell-based, HEK293 M3R inducible RGS4, calcium flux; carbachol calcium flux Fluo4; stronger effect = lower value; B-score at 10 µM; hit rate 0.92% among 310,000;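 active = B-score of the integrated calcium signal more than 4 SD below the library mean, with starting fluorescence not abnormally high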;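 also: negative B-score means reduced calcium response which marks RGS4 activation or potentiation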
#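 test system = M3R-expressing HEK293 line, RGS4 induced by doxycycline | probe or stimulus = carbachol at ECmax as muscarinic agonist stimulus | timing = dye loading 30 min 37 °C, buffer rest 30 min RT | signal = calcium dye Fluo4 fluorescence | evaluation = B score from integrated fluorescence ratio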
# PolyA inh = polyadenylation inhibitors in yeast reporter cells, primary screen, luminescence, S. cerevisiae; S. cerevisiae SKY197-pL101 polyadenylation reporter, beta-gal luminescence; efflux-impaired pdr1/pdr3 knockout yeast; score 100 = 6 SD above DMSO; calls only at 12 µM; hit rate 0.02% among 300,000; AID 1875, 2009;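 active = lowest replicate activity score at least 50, where 100 means six control SD above control mean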;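 also: yeast exposed to compound for 9 h at 30 °C; higher score means more reporter readthrough which indicates perturbed polyadenylation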
# hERG protect = hERG rescue from dofetilide block, primary screen, cell-based, CHO-hERG, FluxOR thallium flux, dofetilide IC70; activation (rescue from dofetilide block), less the hit threshold, % at 10 µM; dofetilide IC70 present; hit rate 0.51% among 310,000;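 active = activation above the mean of controls blocked by dofetilide plus 5 SD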;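 also: thallium influx through hERG after potassium depolarization seen as dye fluorescence rise; in these data hits start at about 4.7%; inactives centre near -7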
# KCNQ1 inh = inhibitors of human KCNQ1 channel, primary screen, cell-based, thallium flux, high-throughput; Potassium voltage-gated channel subfamily KQT member 1 (Homo sapiens), P51787; CHO-K1 KCNQ1, FluxOR thallium flux fluorescence; stronger effect = higher value; B-score at 10 µM; hit rate 1.3% among 310,000;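 active = compounds whose thallium flux B-score, printed positive for inhibition, exceeds three library SD while starting fluorescence stays within three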;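 also: channel opened by potassium depolarization with thallium stimulus after 20 min compound exposure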
# Target sequence (P51787 whole entry, looked up): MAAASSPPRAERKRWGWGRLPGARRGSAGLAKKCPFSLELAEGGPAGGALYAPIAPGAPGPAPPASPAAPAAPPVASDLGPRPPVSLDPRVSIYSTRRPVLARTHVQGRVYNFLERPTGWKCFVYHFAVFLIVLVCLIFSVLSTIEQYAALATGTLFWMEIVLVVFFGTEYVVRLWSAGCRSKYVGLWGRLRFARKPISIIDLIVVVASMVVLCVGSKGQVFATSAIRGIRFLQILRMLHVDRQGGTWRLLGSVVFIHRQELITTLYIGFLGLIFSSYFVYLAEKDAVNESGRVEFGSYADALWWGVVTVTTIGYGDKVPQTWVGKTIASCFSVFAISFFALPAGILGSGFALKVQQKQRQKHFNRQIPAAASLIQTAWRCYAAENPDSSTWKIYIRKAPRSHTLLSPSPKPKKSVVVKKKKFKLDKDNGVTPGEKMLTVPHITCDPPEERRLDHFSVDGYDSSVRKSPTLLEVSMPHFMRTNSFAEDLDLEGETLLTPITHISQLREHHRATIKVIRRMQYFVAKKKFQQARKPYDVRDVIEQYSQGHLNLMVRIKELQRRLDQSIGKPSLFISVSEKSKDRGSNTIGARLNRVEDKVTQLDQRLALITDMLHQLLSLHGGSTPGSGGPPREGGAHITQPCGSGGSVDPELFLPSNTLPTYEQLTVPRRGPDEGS
# GSK3beta inhib = human GSK3beta kinase inhibitors, primary screen, biochemical, cell-free homogeneous, HTS. hit rate 0.038% among 300,000. GST-GSK3beta kinase, ADP-Glo luminescence, 60 min; stronger effect = lower value. activity score (negative = inhibition), % at 10 µM;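 active = more than half of replicate wells score below -50%, meaning over 50% inhibition versus plate controls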;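 also: 0% = median DMSO wells and -100% = median GW8510 positive control wells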
#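 Assay system: GST-tagged human GSK3beta kinase, cell-free; Input: 1.6 ng GSK3beta; Medium: Tris/MgCl2 kinase buffer; Timing: 60 min enzyme reaction, room temperature; Signal: ADP-Glo luminescence quantifying ADP generated by kinase; Evaluation: score relative to plate controls; Benchmarks: DMSO neutral wells and GW8510 at 20 µM as positive.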
# GSK3A inh = blockers of GSK3A enzyme activity – biochemical, luminescence, cell-free homogeneous, HTS, primary screen. Glycogen synthase kinase-3 alpha (Homo sapiens), P49840. GSK-3 alpha kinase, ADP-Glo luminescence, 60 min. inhibition, % at 10 µM. hit rate 0.1% among 320,000;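 in the data active = inhibition above about 50%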;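 also: GST-tagged GSK-3 alpha with peptide substrate and 25 µM ATP; 0% = DMSO neutral wells and 100% = GW8510 positive control wells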
# KCNQ1 act = potentiators or activators of KCNQ1 channel, primary screen, cell-based, thallium flux, high-throughput; Potassium voltage-gated channel subfamily KQT member 1 (Homo sapiens), P51787; CHO-K1 KCNQ1, thallium flux FluxOR fluorescence; stronger effect = higher value; B-score at 10 µM; hit rate 0.35% among 310,000;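 active = fluorescence ratio B-score, a plate-corrected score, at least three library SD, with initial intensity B-score within 5 SD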
#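 Assay system: CHO-K1 cells stably expressing KCNQ1. Medium: assay buffer for compound exposure, DMSO matched across wells. Timing: 37 °C overnight plating, 90-min dark dye load, 20-min compound pretreatment. Signal: kinetic FluxOR fluorescence, 10 s baseline plus 110 s post-stimulus.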
# KCNK9 inh = KCNK9 potassium channel inhibitors, primary screen, HEK293 cells, thallium flux; Potassium channel subfamily K member 9 (Homo sapiens), Q9NPC2; FluxOR thallium flux fluorescence; stronger effect = lower value; B-score at 10 µM; hit rate 1.2% among 310,000; AID 488922, 2010;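 active = ratio B-score over 3 SD below the library mean, with starting fluorescence within 5 SD of its mean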;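 also: negative B-score means less thallium flux so channel inhibition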
# Target sequence (Q9NPC2 whole entry, looked up): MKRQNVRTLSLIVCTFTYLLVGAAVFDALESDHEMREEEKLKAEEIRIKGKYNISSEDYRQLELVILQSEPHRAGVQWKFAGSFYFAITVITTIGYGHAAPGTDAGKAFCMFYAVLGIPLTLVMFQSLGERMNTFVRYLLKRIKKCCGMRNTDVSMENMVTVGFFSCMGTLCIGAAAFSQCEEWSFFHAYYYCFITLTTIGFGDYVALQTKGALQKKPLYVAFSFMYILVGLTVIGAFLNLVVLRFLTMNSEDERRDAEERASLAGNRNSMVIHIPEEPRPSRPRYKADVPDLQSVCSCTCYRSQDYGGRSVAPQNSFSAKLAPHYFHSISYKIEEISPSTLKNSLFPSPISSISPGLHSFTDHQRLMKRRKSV
# KCNK3 inh = human KCNK3 channel inhibitors, primary screen, CHO cells, FluxOR thallium flux, B-score | Potassium channel subfamily K member 3 (Homo sapiens), O14649 | FluxOR fluorescence; stronger effect = lower value | B-score at 10 µM | hit rate 0.84% among 340,000 | AID 602410, 2012;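 active = B-score under library mean minus 4 SD, starting fluorescence ratio at most library mean plus 5 SD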;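 also: more negative B-score means stronger inhibition of thallium flux through KCNK3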
# Active calls of the source: *; i = inactive; x = not tested or not shown. An excerpt (hit frequency here may not be typical).
SMILES,Dyrk1A ADPGlo,RGS4 inh,RGS4 act,PolyA inh,hERG protect,KCNQ1 inh,GSK3beta inhib,GSK3A inh,KCNQ1 act,KCNK9 inh,KCNK3 inh
O=C(Cc1cccs1)N/N=C/C=C/c1ccccc1[N+](=O)[O-],x,i,i,i,-5.0,i,-1.8,3.7,i,i,i
CN1/C(=C\C(=O)COC(=O)CN2C(=O)C3CC=CCC3C2=O)C(C)(C)c2ccccc21 (configuration not stated),-4.8,i,i,i,-17.8,i,-2.0,5.5,i,i,i
O=C(CN1C2CCCC1CC(NC(=O)c1ccccc1)C2)Nc1ccccc1C(F)(F)F (configuration not stated),-0.5,i,i,i,-2.2,i,13.7,0.8,i,i,i
Cn1nnnc1SCCNCc1ccccc1OCc1ccccc1,0.4,i,i,i,-13.8,i,-0.3,-1.1,i,i,i
CCOC(=O)C1=C(N)Oc2cc(O)ccc2C1c1ccccc1 (configuration not stated),x,i,i,i,-1.3,i,1.7,-2.3,i,i,i
CCOC(=O)c1nn(-c2ccc(F)cc2)c2nc(Nc3ccccc3)cc(=O)n12,-0.1,i,i,i,-12.2,i,-4.5,-1.3,i,i,i
COc1ccc(C2CC(c3ccc(OC)cc3O)=NN2C(=O)c2ccccc2)cc1 (configuration not stated),-2.1,i,i,i,-9.9,i,1.8,-3.1,i,i,i
CC(C)CCNC(=O)C1CC(c2cccc([N+](=O)[O-])c2)=NO1 (configuration not stated),-1.3,i,i,i,-9.8,i,-0.1,-1.8,i,i,i
O=C(COc1ccc([N+](=O)[O-])cc1)Nc1cccc2nsnc12,-3.5,i,i,i,-3.5,i,1.3,1.4,i,i,i
Cc1ccc(NC(=O)CNC(=O)c2ccco2)cc1,0.1,i,i,i,-3.1,i,0.0,2.1,i,i,i
CCOC(=O)N1CCN(c2c(NCc3ccccc3Cl)c(=O)c2=O)CC1,-3.1,i,i,i,-12.9,i,-2.6,-4.0,i,i,i
CCN(CC(=O)NC1CCS(=O)(=O)C1)c1ccc(S(C)(=O)=O)cc1[N+](=O)[O-] (configuration not stated),-1.8,i,i,i,-2.1,i,2.0,-1.6,i,i,i
O=C(CCCSc1nc2ccccc2[nH]1)N1CCN(c2ccc([N+](=O)[O-])cc2)CC1,9.2,i,i,i,-11.3,i,-1.0,x,i,i,i
O=C(NCc1ccc(F)cc1)c1ccc(NC(=O)C2CCCO2)cc1 (configuration not stated),-7.5,i,i,i,-5.0,i,x,-2.4,i,i,i
Cc1c(Br)c(O)c(Br)c(O)c1/C=N/n1c(-c2ccccc2)n[nH]c1=S,-3.6,i,i,i,-6.2,i,-5.1,12.1,i,i,i
Cc1ccc(S(=O)(=O)N(C(=N)N)c2nc(N(C)C)nc(N(C)C)n2)cc1,0.0,i,i,i,-5.4,i,-1.6,-0.3,i,i,i
COc1ccc(-c2[nH]ncc2CNC(C)c2cn(C)nc2C)c(F)c1 (configuration not stated),6.5,i,i,i,-5.9,i,-2.4,-0.8,i,i,i
O=C(Cc1ccccc1)N1CCCC(c2nc(-c3ccc(S(=O)(=O)N4CCCC4)cc3)no2)C1 (configuration not stated),x,i,i,i,-3.8,i,10.3,0.2,i,i,i
CCOC(=O)CC(NC(=O)CCc1c(C)nc2nc(C)nn2c1C)c1ccc(OC(C)C)cc1 (configuration not stated),-9.5,i,i,i,-7.3,i,0.2,-1.5,i,i,i
Cc1cc(C(=O)NCCCN2CCCC2=O)cs1,0.7,i,i,i,-3.3,i,1.3,-0.2,i,i,i
Cc1ccc2nc(-c3ccccc3)c(CC(=O)O)c(C(=O)O)c2c1,-0.3,i,i,i,-0.4,i,-0.4,0.9,i,i,i
Cc1ccc(CNC(=O)CC(C)S(=O)(=O)c2ccc3c(c2)NC(=O)CS3)o1 (configuration not stated),7.5,i,i,i,-8.2,i,-5.3,2.4,i,i,i
O=[N+]([O-])c1ccc(NCCCN2CCOCC2)c(Cl)c1,0.8,i,i,i,-11.5,i,-5.0,-0.9,i,i,i
COc1ccc(OC)c(C2C(C(=O)c3ccco3)=C(O)C(=O)N2Cc2cccnc2)c1 (configuration not stated),-7.2,i,i,i,-5.6,i,0.0,-2.5,i,i,i
Cc1ccc(C)c(NC(=S)N(Cc2cccc(Br)c2)CC2CCC(C(=O)O)CC2)c1 (configuration not stated),1.2,i,i,i,-24.9,i,1.8,-1.6,i,i,i
COc1cc(C(=O)NCCCCCCNC(=O)c2cc(OC)c(OC)c(OC)c2)cc(OC)c1OC,-6.1,i,i,i,2.4,i,2.1,0.3,i,i,i
CN(C(=O)COC(=O)c1ccc(C#N)cc1)c1ccccc1,-8.9,i,i,i,-1.6,i,-1.0,-1.6,i,i,i
CNC(=O)c1c(NC(=O)c2cccc(C)c2)sc2c1CCC2,0.0,i,i,i,-7.4,i,1.6,-2.7,i,i,i
CCSc1cnc(-c2ccccc2)n1CC,11.0,i,i,i,2.7,i,2.1,-1.4,i,i,i
Cc1ccc(CNS(=O)(=O)c2ccc3c(c2)n(C)c(=O)n3C)cc1,-4.9,i,i,i,-6.4,i,0.8,1.0,i,i,i
Cn1cc(C(=O)NCCO)c(=O)c2ccccc21,2.7,i,i,i,-8.1,i,0.4,-1.5,i,i,i
O=C(Cn1nc(-c2ccc(Cl)cc2)ccc1=O)NCC1CCCO1 (configuration not stated),5.6,i,i,i,-7.0,i,1.9,-1.8,i,i,i
O=C(CN1CCCCC1)Nc1ccc(NC(=O)c2ccccc2Cl)cc1Cl,-4.8,i,i,i,-13.5,i,3.2,2.9,i,i,i
Cc1cccc(N(CC(=O)NC2CCCCC2)C(=O)c2ccc(C)s2)c1,1.8,i,i,i,-18.3,i,-0.6,1.3,i,i,i
Cc1ccc(-n2c(SCC(=O)N3CCCC3)nc3c(c2=O)SCC3)cc1,x,i,i,i,-11.6,i,1.5,-2.9,i,i,x
Cn1c(-c2cccc(Br)c2)n[nH]c1=O,3.7,i,i,i,-11.0,i,-2.2,0.4,i,i,i
CN1CCN(/C=C(\C#N)S(=O)(=O)c2ccc(Cl)cc2)CC1,15.4,i,i,i,-13.6,i,2.0,-0.9,i,i,i
O=C(O)c1cc(NC(=O)c2ccc(Cl)c([N+](=O)[O-])c2)cc(C(=O)O)c1,-2.2,i,i,i,-3.8,i,-3.3,0.8,i,i,i
CN(CC(=O)NC1CCCc2ccccc21)S(=O)(=O)c1cccs1 (configuration not stated),-4.1,i,i,i,-2.8,i,-3.6,0.3,i,i,i
O=C(Nc1ccc2c(c1)OCO2)C1CCN(Cc2cnn(-c3ccccc3)c2-n2cccc2)CC1,3.4,i,i,i,-10.6,i,-1.2,-1.8,i,i,i
Oc1ccc2ccccc2c1C=Nc1ccccc1,-0.3,i,i,i,-1.6,i,4.3,-0.1,i,i,i
CCN(Cc1ccccc1)S(=O)(=O)c1ccc(C(=O)Nc2nnc(C3CC3)o2)cc1,3.0,i,i,i,-6.9,i,-3.2,-2.0,i,i,i
O=C(C1CC1c1ccccc1)N1CCOCC1 (configuration not stated),3.2,i,i,i,-3.0,i,1.6,-1.3,i,i,i
Cc1cc(/C=C(\C#N)C(=O)N2CCOCC2)c(C)n1C1CCCC1,14.8,i,i,i,-10.5,i,-1.0,-1.7,i,i,i
O=C(CCC(=O)N(CC(=O)NC1CCCC1)c1ccc(F)cc1)Nc1nccs1,-0.6,i,i,i,-7.3,i,0.9,0.1,i,i,i
COc1ccc(CN2CCNC(=O)C2CC(=O)N(C)Cc2ccncn2)c(OC)c1 (configuration not stated),20.9,i,i,i,-3.2,i,-1.4,-2.9,i,i,i
CCOc1ccc(CC(=O)OCN2C(=O)c3ccccc3C2=O)cc1,-0.2,i,i,i,-9.6,i,-0.8,-1.2,i,i,i
COc1ccccc1CNC(=O)c1ccc(NS(=O)(=O)c2c(C)noc2C)cc1,-1.5,i,i,i,-8.3,i,0.3,0.8,i,i,i
CC(=O)c1c(C)oc2ccc(OCc3ccccc3)cc12,6.9,i,i,i,-1.9,i,-3.3,-0.8,i,i,i
O=C(C[n+]1ccc(C(=O)NCCCO)cc1)c1cccc(Br)c1,x,i,i,i,-4.5,i,-1.0,-0.1,i,i,i
CC(Sc1nc(-c2ccccc2)nc2c1COC(C)(C)C2)C(=O)N1CCOCC1 (configuration not stated),-16.0,i,i,i,-15.4,i,-5.2,-3.7,i,i,i
NC(=O)CC(NC(=O)Cc1ccc(Cl)cc1)c1ccc(NCCN2CCOCC2)c([N+](=O)[O-])c1 (configuration not stated),-3.6,i,i,i,-10.2,i,3.2,-1.6,i,i,i
Cc1ccc(OC(=O)c2cccc(C(=O)Oc3ccc(C)cc3)n2)cc1,-9.2,i,i,i,-7.8,i,-1.4,x,i,i,i
COc1cccc(-c2noc(C(C)n3nc(C)c([N+](=O)[O-])c3C)n2)c1 (configuration not stated),1.0,i,i,i,-6.5,i,1.3,x,i,i,i
COc1cc2[nH]c(=O)n(CCCCCC(=O)NCCCN3CCCC3=O)c(=O)c2cc1OC,x,i,i,i,-15.7,i,-2.9,x,i,i,i
O=C(Cn1c(=O)c2cccn2c2ccccc21)NCCCN1CCCCC1,-1.5,i,i,i,-10.8,i,-1.5,1.1,i,i,i
CN(C)S(=O)(=O)c1cccc(COC(=O)CN2C(=O)NC3(CCCC3)C2=O)c1,1.0,i,i,i,-12.9,i,2.0,-2.5,i,i,i
O=C(COc1ccccc1)N1CCN(S(=O)(=O)c2cccs2)CC1,-11.6,i,i,i,-2.0,i,-26.3,11.7,9*,i,i
